# From PubChem
# Runt-CBFb FRET = inhibitors of human RUNX1 Runt domain binding to CBFb | Q01196+Q13951 | Cerulean-Runt/Venus-CBFb FRET ratio 530/480, 1 h | inhibition, % at 20 µM | hit rate 0.46% among 220,000;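 active = inhibition over about 50% at 20 µM in the single-dose screen, limit read from the data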;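 note: 0% = DMSO wells and 100% = excess unlabeled CBFb competitor control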
# Target sequence (Q01196 whole entry, looked up, the tested form may be a part): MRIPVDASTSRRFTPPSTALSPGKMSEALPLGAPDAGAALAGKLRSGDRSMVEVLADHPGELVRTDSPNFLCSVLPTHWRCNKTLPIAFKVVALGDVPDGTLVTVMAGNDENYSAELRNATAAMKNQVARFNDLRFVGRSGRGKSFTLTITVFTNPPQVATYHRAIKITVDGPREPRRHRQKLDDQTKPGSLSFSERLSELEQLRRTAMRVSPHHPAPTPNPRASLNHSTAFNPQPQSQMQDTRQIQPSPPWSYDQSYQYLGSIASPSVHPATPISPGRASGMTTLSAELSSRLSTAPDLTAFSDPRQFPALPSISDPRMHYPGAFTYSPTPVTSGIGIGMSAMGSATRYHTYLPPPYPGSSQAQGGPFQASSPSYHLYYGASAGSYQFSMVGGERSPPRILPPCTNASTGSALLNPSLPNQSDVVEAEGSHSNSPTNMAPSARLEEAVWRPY
# Target sequence (Q13951 whole entry, looked up, the tested form may be a part): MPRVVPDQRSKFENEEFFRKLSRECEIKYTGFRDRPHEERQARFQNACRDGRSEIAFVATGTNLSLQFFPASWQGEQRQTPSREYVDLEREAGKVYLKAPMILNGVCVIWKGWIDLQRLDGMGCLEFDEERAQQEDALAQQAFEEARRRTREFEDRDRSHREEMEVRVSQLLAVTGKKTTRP
#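 System: Cerulean-labeled Runt domain protein | Quantity: 100 nM of each labeled protein | Schedule: 1 h compound exposure, room temperature | Detection: Fluorescence energy transfer, 422 nm excitation, 530/480 nm emission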
# NPY-Y1 PAM-ag = potentiators or agonists of human neuropeptide Y receptor Y1 | hit rate 0.37% among 220,000 | NPY-Y1 expressing cells, potentiator/agonist activation | activation, % at 3.6 µM | P25929; in the data active = activation above about 33%, passing the limit was not always enough;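 note: cells stimulated with NPY at EC10 then isoproterenol at EC100; 0% = low agonist plus stimulus and 100% = saturating agonist plus stimulus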
# Hck Nef HTS = inhibitors of human Hck kinase activated by Nef; P08631; Recombinant Hck-YEEI plus Nef, Z-Lyte FRET kinase assay; inhibition, % at 20 µM; hit rate 0.68% among 220,000; AID 463187;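 active = Hck-Nef kinase inhibition above about 50%, limit read from the data; inactive = inhibition below that limit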;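 note: 0% = DMSO with Hck plus Nef and 100% = Hck alone without Nef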
# Mdm2 ligase inh = blocks human Mdm2 ubiquitin ligase activity; cell-based MDM2 ubiquitination luciferase reporter, 2 h; 0 = plate control, 100 = twice control, blank-subtracted; Q00987; hit rate 0.11% among 210,000; signal enhancement, % at 5 µM; AID 1230;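 active = signal enhancement of 30% or more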;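 note: luminescence tracks abundance of the self-degrading MDM2-luciferase fusion protein; higher signal means inhibition of MDM2 E3 ligase activity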
# Target sequence (Q00987 whole entry, looked up, the tested form may be a part): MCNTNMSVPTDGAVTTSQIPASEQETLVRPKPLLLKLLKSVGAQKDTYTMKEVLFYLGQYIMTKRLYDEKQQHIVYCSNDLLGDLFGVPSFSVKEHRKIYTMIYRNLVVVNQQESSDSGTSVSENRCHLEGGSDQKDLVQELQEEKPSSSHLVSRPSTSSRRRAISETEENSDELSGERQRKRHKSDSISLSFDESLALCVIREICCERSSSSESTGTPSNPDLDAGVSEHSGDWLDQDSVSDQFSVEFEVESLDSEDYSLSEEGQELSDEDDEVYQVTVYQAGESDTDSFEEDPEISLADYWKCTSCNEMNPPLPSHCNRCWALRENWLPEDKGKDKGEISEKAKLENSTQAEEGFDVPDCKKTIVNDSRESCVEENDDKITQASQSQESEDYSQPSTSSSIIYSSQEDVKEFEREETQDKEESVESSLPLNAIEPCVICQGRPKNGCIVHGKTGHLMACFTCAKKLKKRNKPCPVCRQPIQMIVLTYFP
#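 Test system: stable mammalian line carrying autodegrading MDM2–luciferase fusion reporter; quantity: 2000 cells in each well; times: 4 h cell settling then 2 h compound exposure, 37 °C; detection: luminescence with SteadyLite reagent, 15 min at room temperature; evaluation: percent signal gain over controls, blank-subtracted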
# NPY-Y1 antag = NPY-Y1 (human) receptor antagonism; HEK293-CNG Y1 cells, membrane potential fluorescence; NPY at EC95, then isoproterenol; inhibition, % at 3.6 µM; hit rate 1% among 200,000; AID 1040;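 active = inhibition above the campaign mean inhibition of all tested compounds plus 3 SD, cut at about 20% in these data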;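 note: 0% = DMSO wells given NPY plus isoproterenol and 100% = isoproterenol alone without NPY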
#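 material = HEK293 cells with Y1 receptor plus CNG channel | also added = NPY 25 nM then isoproterenol 1 µM plus Ro 20-1724 25 µM | schedule = dye 3 h, compound 60 min room temperature, stimulation 45 min | measured by = membrane potential fluorescence | benchmarks = high control isoproterenol alone, low control NPY with isoproterenol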
# RBBP9 inh = blocks human serine hydrolase RBBP9. O75884. recombinant RBBP9, FP-Rh probe fluorescence polarization. inhibition, % at 7.94 µM. hit rate 0.2% among 220,000;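 active = inhibition above the campaign mean of all tested compounds plus 3 SD, cut at about 14% in these data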;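 note: plate controls were DMSO wells with RBBP9 for no effect and wells lacking RBBP9 protein for full effect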
#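 Measured by – fluorescence polarization · Test system – RBBP9 protein · Input – 2.5 µM RBBP9 dispensing solution, before mixing · Measure – percent inhibition from mP, scaled between DMSO and no-protein wells · Benchmarks – DMSO-treated enzyme wells and wells lacking RBBP9 · Times – preincubation 30 min plus labeling 45 min at 25 °C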
# Runt-SMMHC FRET = blocks binding of human RUNX1 Runt domain to CBFb-SMMHC; hit rate 0.74% among 220,000; inhibition, % at 20 µM; Cerulean-Runt/Venus-CBFb-SMMHC FRET ratio 530/480, 1 h; AID 1434; Q01196+Q13951;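 active = mean inhibition across duplicate retests at 20 µM reaching about 50%, limit read from the data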;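 note: 0% = DMSO wells and 100% = wells with excess untagged CBFb-SMMHC; inhibitors lower the FRET ratio by blocking Runt binding to CBFb-SMMHC; some results filed as inactive read as strong as hits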
# p97 inhibitor = blocks human p97 ATPase activity; recombinant p97 ATPase, Kinase-Glo ATP luminescence, 3 h; inhibition, % at 8 µM; hit rate 0.42% among 220,000; in the data active = inhibition above about 15%;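 note: 0% = DMSO vehicle and 100% = wells lacking enzyme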
# NPY-Y2 PAM-ag = human NPY-Y2 potentiation or agonism, primary screen. P49146. cells expressing NPY-Y2, potentiator/agonist read-out. activation, % at 3.6 µM. hit rate 0.45% among 220,000. AID 1359; in the data active = activation above about 27%;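 note: cells stimulated with NPY near EC25 plus isoproterenol at EC100; 0% = vehicle plus submaximal agonist and 100% = vehicle plus saturating agonist; some results beyond the cut were filed as inactive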
# Starred values were filed as active, the others as inactive; nt = no result given.
SMILES,Runt-CBFb FRET,NPY-Y1 PAM-ag,Hck Nef HTS,Mdm2 ligase inh,NPY-Y1 antag,RBBP9 inh,Runt-SMMHC FRET,p97 inhibitor,NPY-Y2 PAM-ag
Cn1nc(-c2ccc(Cl)cc2)cc1NC(=O)CCCC(=O)O,1,-2,16,-21,nt,-1,-2,8,-3
CCC(=O)Nc1c2c(nc3c1CCC3)CCCC2,-1,-6,-4,-4,1,2,-4,-4,-8
O=C1/C(=N/n2cnnc2)c2ccccc2N1Cc1ccccc1,2,8,2,-13,-3,-5,1,-1,1
O=C(O)c1cc(-c2ccc(Cl)cc2)n(-c2ccc(Cl)cc2)n1,-2,10,21,-18,8,-4,-2,0,-6
COc1ccc(C(=O)CSc2nnc(Cn3nnc4ccccc43)n2C)cc1,1,-20,2,0,0,-5,-2,3,12
Cc1nn(C)cc1CN1CCCC(C(=O)c2ccc(-c3ccccc3)c(F)c2)C1 (centres undefined),-2,-4,11,-14,0,10,-1,-1,3
O=C1CC(N2CCN(c3ccc(F)cc3)CC2)C(=O)N1Cc1ccc(N2CCCC2=O)cc1 (centres undefined),2,4,-1,-2,-6,-9,-3,-6,-3
Cc1nc2nc(Cc3ccccc3)[nH]n2c(=O)c1Cl,2,-13,-23,-13,5,1,-6,-1,-21
Cc1nn(Cc2ccc(C(=O)Nc3ccc(Br)c4cccnc34)o2)c(C)c1Br,nt,6,2,nt,-1,-7,nt,-1,-2
CC(C)(C)NC(=O)NC(=O)COC(=O)Cc1c(F)cccc1Cl,0,3,27,-21,3,-1,-7,1,9
COc1ccc(Nc2nc(CN3CCOCC3)nc3sc4c(c23)CCC(C)C4)cc1OC (centres undefined),-2,-20,-16,-4,4,9,0,7,12
CC(=O)NCCC(=O)NCc1ccc(F)cc1,-2,9,-10,-8,4,1,84,-2,14
COc1ccc(-c2nn(-c3ccccc3)cc2/C=C(\C#N)C(N)=O)cc1[N+](=O)[O-],-3,-9,8,-13,3,-4,-10,4,0
CS(=O)(=O)N1CCc2cc(C(=O)N3CCCCC3)ccc21,2,-3,16,-5,5,-4,-2,5,-6
Cc1cc(C)cc(Oc2nc3c(C)cccn3c(=O)c2/C=C(\C#N)C(=O)NC2CCS(=O)(=O)C2)c1 (centres undefined),4,7,13,-2,-6,-5,nt,4,8
COc1ccc(CCN(C)C(=O)CSc2nccn2C)cc1OC,-1,-4,0,-18,-1,-2,1,-3,-13
CC(=O)N1CCc2cc(S(=O)(=O)CCC(=O)O)ccc21,1,-20,2,-2,8,-5,0,8,4
O=C(NC(=S)Nc1cccc(O)c1)c1ccco1,6,6,12,-39,nt,-7,-3,5,7
CC1CC(C)CN(C(=O)CSCC(=O)Nc2nc(-c3cccs3)cs2)C1 (centres undefined),2,-24,10,-10,9,-1,8,-1,-9
COc1ccc(CCNC(=O)c2cnn3cccnc23)cc1OC,0,-9,8,-13,5,2,1,6,10
COc1ccc(N/C(N)=N/c2nc(C)cc(C)n2)c(OC)c1,0,2,-8,-15,3,-6,2,-1,-3
C=CCNC(=O)C(C#N)c1nc2ccccc2nc1N1CCN(Cc2ccccc2)CC1 (centres undefined),12,2,-2,-8,-2,-3,17,3,3
Cc1sc2ncnc(Oc3ccc(-n4ccnc4)cc3)c2c1C,-4,-8,3,-18,0,4,-1,4,-2
Cc1ccc(NC(=S)NNC(=O)c2c(Cl)c(C)nn2C)cc1,0,14,6,4,9,-10,3,2,-5
O=C(Cc1ccccc1[N+](=O)[O-])NCc1ccc(Cl)cc1,-3,-8,-6,-3,1,-11,4,2,-3
# (more compounds)
SMILES,Runt-CBFb FRET,NPY-Y1 PAM-ag,Hck Nef HTS,Mdm2 ligase inh,NPY-Y1 antag,RBBP9 inh,Runt-SMMHC FRET,p97 inhibitor,NPY-Y2 PAM-ag
COc1ccc2nc3cc(Cl)ccc3c(Nc3cc(C(C)C)c(O)cc3C)c2c1,77*,62*,5,-3,nt,-5,50*,3,59*
COc1ccc(Br)c(C(=O)NC(C)(C)CO)c1,-2,10,7,-9,nt,-12,0,-1,-1
O=C(Nc1ccc(S(=O)(=O)Nc2ncccn2)cc1)c1ccccc1NS(=O)(=O)c1ccc(F)cc1,0,-5,-6,-12,-3,-5,-6,0,-1
COCCn1c(=O)c2c3c(sc2n(CC(N)=O)c1=O)CCCC3,nt,8,5,nt,-4,-6,nt,2,13
COc1ccc(-c2noc(Cc3ccc(Cl)cc3)n2)cc1OC,-10,-9,9,-36,13,-6,-107,-3,-27
Cc1cc(-n2c(C)cc(C(=O)CSc3nc4ccccc4c(=O)n3Cc3ccco3)c2C)no1,0,-2,1,-6,-1,5,-2,7,0
O=C(COn1nnc2ccc(S(=O)(=O)N3CCOCC3)cc21)Nc1c(F)c(F)c(F)c(F)c1F,0,7,16,-1,6,-4,1,2,5
COc1ccc(-n2cc(C(=O)c3ccc4ccccc4c3O)cn2)cc1,-23,-2,28,-25,7,-5,-77,4,0
CC(OC(=O)c1ccc(-c2ccc([N+](=O)[O-])cc2)o1)C(=O)NC(N)=O (centres undefined),7,8,16,nt,nt,-4,2,-1,3
O=P(COCCO)(c1ccccc1)c1ccccc1,0,3,0,-6,-1,-9,3,1,0
COc1ccc(OC)c2sc(NC(=O)C3COc4ccccc4O3)nc12 (centres undefined),nt,-2,2,nt,-5,-1,nt,2,-9
CCOc1cc(N2CCOCC2)c(OCC)cc1NC(=O)c1cc(C)cc(C)c1,4,4,24,-4,2,-8,3,-4,8
COc1ccc(N(C(C)=O)C2C=CS(=O)(=O)C2)c(OC)c1 (centres undefined),-3,-15,1,-15,0,-9,-10,2,4
COC(=O)CNc1c(-c2ccccn2)nc2ccc(Br)cn12,2,-5,2,-40,2,-4,1,-1,6
COc1ccccc1NC(=O)N1CCCC1C(=O)NCc1ccccc1 (centres undefined),2,-7,1,-12,0,-6,0,3,1
O=C(CN(c1cccc(C(F)(F)F)c1)S(=O)(=O)c1ccc(Cl)c([N+](=O)[O-])c1)NCc1ccccc1,-3,81*,4,-3,-10,5,2,3,61*
CCNC(=S)Nc1cc(C(=O)N2CCCC2)ccc1N1CCCC1,8,5,21,-1,0,-4,-2,10,-6
CCOC(=O)C1=C(C)C/C(=N\NC(=O)c2ccccc2O)CC1,1,9,-3,-9,nt,3,1,-3,-4
Cc1ccc(S(=O)(=O)N2CCOCC2)cc1NC(=O)CSc1nnnn1C,-2,-17,-23,-3,2,-13,-7,-5,10
CC(C)CCOc1ccc(C(=O)C[N+]2(C)CCOCC2)cc1,-48,2,-17,-16,6,6,9,5,11
Cc1ccc(C(=O)Nc2ccc(SC(F)F)cc2)s1,-1,12,5,-16,3,1,-3,3,-2
Nc1nc(SCC(=O)N2CCCCCC2)[nH]c(=O)c1NC(=O)c1ccco1,1,4,8,10,1,15*,-4,1,9
COC(=O)C1=NN(c2ccccc2)C2C(=O)N(c3ccccc3OC)C(=O)C12 (centres undefined),-4,0,1,nt,2,-4,-11,1,7
Nc1nc(-c2cccnc2)nn1C(=O)CCc1ccccc1,nt,2,7,nt,5,14*,nt,4,-2
COc1ccc(CC(=O)NCc2nn(-c3ccccc3)nc2C)cc1OC,-1,-2,2,8,nt,-12,0,-7,-15
# Carrying on.
SMILES,Runt-CBFb FRET,NPY-Y1 PAM-ag,Hck Nef HTS,Mdm2 ligase inh,NPY-Y1 antag,RBBP9 inh,Runt-SMMHC FRET,p97 inhibitor,NPY-Y2 PAM-ag
CCOC(=O)N1CCC2(CC1)C(C#N)=C(N)OC1=C2C(=O)CC(C)(C)C1,1,10,1,-14,-1,9,0,-1,-6
CCOc1ccc(/C=N/n2cnnc2)cc1,0,10,0,-9,0,-1,0,3,-1
Cc1ccccc1NS(=O)(=O)c1ccc(OCC(=O)N2CCCC2)cc1,2,-160,8,14,-3,-8,-7,-2,6
COc1ccc(C2CC(c3cccs3)=NN2C(=O)COC(=O)C2CCCCC2)cc1OC (centres undefined),-3,-13,-34,-5,-3,-5,-1,-4,-8
CCNC(=S)Nc1cccc(S(=O)(=O)Nc2ccccc2OC)c1,2,-16,-8,6,nt,-7,2,-2,11
CS(=O)(=O)Nc1ccc2c3c(cccc13)CC2,0,16,2,nt,-4,-7,1,5,8
O=C(NC1CC1)C1CCN(c2ccc(S(=O)(=O)N3CCOCC3)cc2Cl)CC1,-2,3,1,-8,0,-1,1,4,-3
CCCC(=O)Nc1cccc(NC(=O)c2ccc(C)c([N+](=O)[O-])c2)c1,-1,-15,1,-12,-1,-9,-2,-1,2
CCCCN(CCCC)CCCNC(=O)CC1Oc2ccc(C)cc2NC1=O (centres undefined),-2,-1,0,-10,11,-5,2,-6,-11
CC(C)C(=O)Nc1ccc(N2CCN(C(=O)c3cccs3)CC2)cc1,2,6,-1,5,0,-12,2,4,11
O=S(=O)(Nc1n[nH]c(C(F)(F)F)n1)c1ccccc1,0,6,6,-2,nt,0,-9,8,-2
CCOC(=O)C1CCN(C(=O)Nc2ccc(C)c(Cl)c2)CC1,0,3,19,-11,nt,-5,-2,2,-3
COCCN(CCOC)S(=O)(=O)c1ccc(C(=O)Nc2ccc(S(=O)(=O)Nc3nccc(C)n3)cc2)cc1,0,2,0,-11,0,1,1,3,-10
COc1cc(C(CCN2CCCC(C)C2)c2c(OC)cc(OC)c3c2OC(=O)CC3c2ccc(N(C)C)cc2)cc(OC)c1OC (centres undefined),7,nt,5,-3,nt,nt,3,nt,nt
O=C(CSc1c2c(nc3ccc(Cl)cc13)CCCC2)NCc1ccco1,1,-2,0,-20,-4,-5,0,1,2
O=C(CSc1ncnc2c1nnn2-c1ccc(F)cc1)NCc1ccco1,0,-22,7,nt,9,-4,4,6,-12
CCOc1ccccc1N1CCN(CC(=O)Nc2cc(C)on2)CC1,-1,-2,21,-7,4,-4,0,4,7
Cc1ccc(NC(=O)c2ccc(CSc3nnnn3C)cc2)cc1,-3,7,2,-10,3,-8,2,1,7
CCCC(C)C1C(C#N)=C(N)Oc2cc(C)oc(=O)c21 (centres undefined),nt,25,9,nt,-11,-6,nt,3,20
c1cc(CN2CCN(C3CCCCCC3)CC2)ccn1,-1,-2,9,-13,5,-7,-2,-6,-15

# Full records from above. Screens in order: Runt-CBFb FRET, NPY-Y1 PAM-ag, Hck Nef HTS, Mdm2 ligase inh, NPY-Y1 antag, RBBP9 inh, Runt-SMMHC FRET, p97 inhibitor, NPY-Y2 PAM-ag
# Cc1ccc(S(=O)(=O)N2CCOCC2)cc1NC(=O)CSc1nnnn1C across the screens: -2, -17, -23, -3, 2, -13, -7, -5, 10
# CCCC(=O)Nc1cccc(NC(=O)c2ccc(C)c([N+](=O)[O-])c2)c1 across the screens: -1, -15, 1, -12, -1, -9, -2, -1, 2
# CCNC(=S)Nc1cccc(S(=O)(=O)Nc2ccccc2OC)c1 across the screens: 2, -16, -8, 6, nt, -7, 2, -2, 11
